PREPL inhibitor = inhibitors of human prolyl oligopeptidase-like enzyme PREPL | recombinant PREPL, fluorescence polarization activity-based probe | inhibition, % at 5.96 µM | 320,000 tested, 0.68% active; in the data active = inhibition above about 43%;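 also: 0% = enzyme with DMSO and 100% = wells lacking enzyme; many of its hits are not listed in these tables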
GSTO1 counter = blocks human GSTO1 in RBBP9 counter-screen; recombinant GSTO1, activity-based probe fluorescence polarization; inhibition, % at 5.96 µM; 300,000 tested, 1.1% active;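 active = inhibition above the campaign mean inhibition plus 3 SD, cut at about 35% in these data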;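 also: 0% = GSTO1-1 with DMSO and 100% = wells lacking GSTO1-1 enzyme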
LYPLA1 counter = LYPLA1 (human) inhibition in PME1 counter-screen; O75608; recombinant LYPLA1, FP-Rh probe fluorescence polarization; inhibition, % at 5.9 µM; 320,000 tested, 0.16% active;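 active = inhibition above the mean of all tested compounds plus 3 SD, set per campaign, cut at about 14% in these data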;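 also: inhibitors block serine hydrolase probe labeling of LYPLA1 so polarization falls; 0% = enzyme with DMSO and 100% = wells lacking LYPLA1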
Target sequence (O75608 whole entry, looked up): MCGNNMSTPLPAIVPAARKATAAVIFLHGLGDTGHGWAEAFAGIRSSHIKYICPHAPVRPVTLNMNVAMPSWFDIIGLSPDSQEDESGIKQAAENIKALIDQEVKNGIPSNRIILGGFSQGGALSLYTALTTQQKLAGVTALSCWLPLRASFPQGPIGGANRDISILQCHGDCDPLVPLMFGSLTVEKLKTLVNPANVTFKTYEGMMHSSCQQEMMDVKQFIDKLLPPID
LYPLA2 inh = LYPLA2 (human) inhibition in PME1 counter-screen | O95372 | recombinant LYPLA2, FP-Rh probe fluorescence polarization | inhibition, % at 5.9 µM | 320,000 tested, 0.38% active;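 active = inhibition above the screen-wide mean plus 3 SD, limit set per campaign, cut at about 26% in these data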;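 also: 0% = LYPLA2 with DMSO and 100% = wells lacking LYPLA2 enzyme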
PME-1 primary = PME-1 (human) inhibition | Q9Y570 | recombinant PME-1, FP-Rh probe fluorescence polarization | inhibition, % at 5.9 µM | 320,000 tested, 0.53% active | AID 2130;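 active = inhibition above the campaign mean of all compounds plus 3 SD, cut at about 26% in these data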;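 also: competitive labeling of PME-1 active site by serine hydrolase directed probe; 0% = PME-1 with DMSO and 100% = wells lacking PME-1 enzyme; inhibitors block probe labeling so polarization falls and inhibition rises; many of its hits are not listed in these tables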
Target sequence (Q9Y570 whole entry, looked up): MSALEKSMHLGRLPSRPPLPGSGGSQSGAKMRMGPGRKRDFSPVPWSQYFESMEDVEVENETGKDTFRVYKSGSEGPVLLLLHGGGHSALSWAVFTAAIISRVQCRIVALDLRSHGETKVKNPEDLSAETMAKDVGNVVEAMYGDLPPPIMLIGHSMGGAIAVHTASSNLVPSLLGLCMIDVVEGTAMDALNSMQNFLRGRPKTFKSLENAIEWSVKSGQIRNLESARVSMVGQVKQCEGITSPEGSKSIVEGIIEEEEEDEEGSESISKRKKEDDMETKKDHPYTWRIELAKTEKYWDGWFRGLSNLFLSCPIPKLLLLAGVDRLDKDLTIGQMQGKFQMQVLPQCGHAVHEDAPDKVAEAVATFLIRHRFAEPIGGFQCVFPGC
PAFAH1B3 FP inh = blocks human PAF acetylhydrolase 1B catalytic subunit 3 | inhibition, % at 3.39 µM | Q15102 | recombinant PAFAH1B3, FP-rhodamine probe, fluorescence polarization | 340,000 tested, 0.28% active;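 active = inhibition above the screen-wide average of all tested compounds plus 3 SD, cut at about 25% in these data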;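 also: 0% = enzyme with DMSO only and 100% = wells lacking PAFAH1B3 protein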
PAFAH1B2 inh = inhibitors of human PAFAH1B2 | 340,000 tested, 1.2% active | recombinant PAFAH1B2, FP-rhodamine activity probe, fluorescence polarization | inhibition, % at 3.39 µM;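 active = inhibition above the mean of all tested compounds plus 3 SD, cut at about 24% in these data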;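 also: 0% = enzyme with DMSO and 100% = wells lacking PAFAH1B2; many of its hits are not listed in these tables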
pPAFAH inh = inhibitors of human plasma PAF acetylhydrolase (pPAFAH); Q13093; recombinant pPAFAH, FP-rhodamine probe fluorescence polarization; inhibition, % at 3.39 µM; 330,000 tested, 1.5% active;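 active = inhibition above the mean inhibition across the screen plus 3 SD, cut at about 25% in these data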;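 also: inhibitors block binding of the rhodamine activity-based probe so polarization drops; 0% = enzyme with DMSO and 100% = wells lacking pPAFAH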
Target sequence (Q13093 whole entry, looked up): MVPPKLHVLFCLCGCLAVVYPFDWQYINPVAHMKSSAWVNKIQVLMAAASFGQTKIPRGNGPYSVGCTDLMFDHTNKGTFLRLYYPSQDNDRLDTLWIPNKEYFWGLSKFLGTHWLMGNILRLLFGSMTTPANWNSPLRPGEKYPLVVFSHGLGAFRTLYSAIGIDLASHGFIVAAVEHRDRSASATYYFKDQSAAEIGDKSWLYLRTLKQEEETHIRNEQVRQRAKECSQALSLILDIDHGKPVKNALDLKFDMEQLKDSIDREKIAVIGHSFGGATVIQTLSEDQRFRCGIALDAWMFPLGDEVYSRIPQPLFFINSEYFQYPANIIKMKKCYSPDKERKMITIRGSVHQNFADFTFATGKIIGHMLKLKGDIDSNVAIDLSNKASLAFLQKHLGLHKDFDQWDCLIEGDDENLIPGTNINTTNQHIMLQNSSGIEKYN
PAD4 FP inh = blocks human protein arginine deiminase 4; Q9UM07; recombinant PAD4, RCA probe fluorescence polarization; inhibition, % at 6.36 µM; 330,000 tested, 0.41% active; AID 485272;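 active = percent inhibition above a cutoff equal to the mean of all tested compounds plus 3 SD, cut at about 15% in these data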;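 also: 0% = PAD4 with RCA probe and DMSO and 100% = probe without PAD4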
Starred values were filed as active, the others as inactive; / = no result given. Only part of the results is shown (hit frequency here may not be typical).

SMILES	PREPL inhibitor	GSTO1 counter	LYPLA1 counter	LYPLA2 inh	PME-1 primary	PAFAH1B3 FP inh	PAFAH1B2 inh	pPAFAH inh	PAD4 FP inh
CCCn1c(SCC(=O)Nc2ccc(OC)cc2[N+](=O)[O-])n[nH]c1=O	13	12	2	0	3	2	4	-1	-1
CC1C(=O)N2CCCc3cc(NC(=O)C(=O)NCCN4CCOCC4)cc1c32 (configuration not stated)	-2	3	2	2	-3	12	-2	10	-4
CCN1CCCC(OC(=O)C(c2ccccc2)c2ccccc2)C1 (configuration not stated)	-11	1	8	5	2	2	3	-3	7
COc1ccc(NC(=S)Nc2ncccc2C)c(OC)c1	12	-1	1	6	2	14	4	-5	1
CNC(=O)c1c(NC(=O)CCS(=O)(=O)c2ccccc2)sc2c1CCN(C(=O)OC)C2	-1	-2	2	7	0	4	4	3	0
CCOC(=O)c1cc2sc(C)cc2n1CC(=O)NCc1ccc(F)cc1	1	1	-4	-4	-1	5	3	3	-1
Cc1cc2oc(C(=O)NCCc3ccc(S(N)(=O)=O)cc3)cc(=O)c2cc1C	2	-10	-1	3	1	0	3	6	1
Cc1ccc([N+](=O)[O-])cc1S(=O)(=O)Nc1cccc(S(=O)(=O)NC2=NCCC2)c1	6	/	/	/	/	13	6	6	0
CCC(=O)c1ccc(Oc2ccc(C(=O)c3ccc(C)cc3)cc2[N+](=O)[O-])cc1	3	3	-4	5	5	6	4	2	-2
CCCNc1nc2c(c(=O)[nH]c(=O)n2C)n1CCc1ccccc1	6	5	3	0	8	5	-1	-3	1
CCCCCc1nnc(NC(=O)NS(=O)(=O)c2ccc(C)cc2)s1	-4	-4	3	4	-2	-5	4	7	5
O=[N+]([O-])c1ccccc1OCCN1CCCC1	0	2	0	5	2	8	4	2	1
COc1cccc2cc(C(C)N(CCCN3CCOCC3)C(=O)Nc3ccccc3)oc12 (configuration not stated)	-7	0	-2	6	-5	3	-1	7	-4
CC(C)CN1C(=O)c2ccc(NC(=O)Cc3ccccc3)cc2C1=O	17	3	0	5	0	11	0	-1	2
NS(=O)(=O)c1ccc(CCNC(=S)NC2CCCCC2)cc1	5	-3	0	2	0	2	3	-2	-4
O=C(NN=C1C2CC3CC(C2)CC1C3)c1cccc(S(=O)(=O)N2CCOCC2)c1	9	7	1	2	1	4	3	-1	-1
CCOC(=O)C1CCN(C(=S)Nc2ccccc2)CC1	-18	-3	0	-2	-1	6	7	4	-1
CCOc1ccc(OCCOc2cccc(C(F)(F)F)c2)cc1	-4	5	1	2	4	-2	4	2	-5
CC1(C)C2CCC1(CS(=O)(=O)NC1CCCC1)C(=O)C2 (configuration not stated)	-8	3	-3	-3	2	2	2	1	-3
CC(=O)c1c(C)[nH]c(C(=O)NNC(=O)COc2cc(C)ccc2C(C)C)c1C	9	/	/	/	/	3	8	4	-2
O=C(Nc1cc2c(cc1C(=O)O)OCCCO2)c1ccc(C(F)(F)F)cc1	5	-6	1	3	-4	2	21	10	-4
Cc1cc(C)c2[nH]c(C(=O)Nc3ccc(F)cc3Br)cc2c1	0	-8	-5	-5	7	10	-1	13	-4
O=C(c1ccc(S(=O)(=O)Cc2ccccc2Cl)c([N+](=O)[O-])c1)N1CCOCC1	4	6	2	-6	-2	0	0	4	0
Cc1ccc(-c2nnn(CC(=O)NCC3COCCO3)n2)o1 (configuration not stated)	-8	0	0	-6	-2	10	7	0	-1
Cc1c(CCOC(=O)c2ccccc2)sc[n+]1CC(=O)c1ccc(Br)cc1	13	-8	0	14	1	2	2	0	0
COc1ccc2c(c1)Cc1sc(NC(C)=O)nc1-2	18	1	-4	-5	4	12	8	-3	-14
Cc1cc(NC(=O)CCC(=O)N(c2ccc(F)cc2)C(C(=O)NC2CCCC2)c2ccc(C)o2)no1 (configuration not stated)	4	-7	3	6	3	1	2	-2	-7
O=C(COc1ccc([N+](=O)[O-])cc1)Nc1cc(S(=O)(=O)N2CCCCC2)ccc1N1CCCCC1	0	8	-1	0	3	12	2	7	-3
CC(NC(=O)c1cc(=O)[nH]c2ccccc12)c1ccccc1 (configuration not stated)	-1	-1	-1	-1	0	11	14	1	6
O=C(Nc1cccnc1)/C(N=Nc1cccnc1)=C(\O)c1ccccc1	10	-6	5	-1	6	5	-4	6	-4
CC(C)c1ccc(NC(=O)C2CC(=O)N=C(N)S2)cc1 (configuration not stated)	0	3	1	3	-4	-2	2	2	4
CCOC(=O)NC1(NCC(C)C)Oc2ccccc2O1	4	48*	4	6	8	12	1	12	1
O=C(COCC(=O)N1CCOCC1)N1CCOCC1	17	-2	0	-2	-3	2	3	-2	1
COc1ccc(-n2c(SC3CCOC3=O)nc3ccccc32)cc1 (configuration not stated)	-14	-7	-2	0	-8	-2	4	31*	-10
Cc1cc(OCC(=O)N2CCC[C@@H]2C(=O)O)c2c(C)c(C)c(=O)oc2c1	0	-8	2	2	2	4	6	0	1
Cc1cc(C)c(S(=O)(=O)NCC(=O)NCc2cc(=O)n(C)c(=O)n2C)c(C)c1	4	4	-2	1	4	-12	-4	5	-4
O=C(Nc1ccc(CN2CCCCC2)cc1)c1ccc(Br)o1	-6	-2	5	10	-2	-1	-2	2	3
COc1cccc2c1-c1c(C(=O)O)cccc1C2=O	8	6	-2	1	-1	14	8	6	8
CCOc1ccc(-c2c(C(=O)N/N=C(\C)c3cccnc3)nnn2-c2nonc2N)cc1	3	5	-3	-1	2	0	2	-1	2
COc1cccc(OC)c1C(=O)NCCSC1CCCCC1	4	2	0	3	3	-4	7	-6	-2
Cc1ccc(NC(=O)C2CCC(CNc3c(N4CCC(C)CC4)c(=O)c3=O)CC2)cc1F (configuration not stated)	16	1	2	8	-4	1	5	2	-3
Cc1cc(C)c(S(=O)(=O)N(CC(=O)N2CCOCC2)C2CCCCC2)c(C)c1	11	-2	0	3	0	4	3	6	1
O=C(c1ccccc1-c1ncc[nH]1)N1CCc2c([nH]c3ccccc23)C1c1ccccn1 (configuration not stated)	12	4	3	0	-2	/	/	8	-3
O=[N+]([O-])c1ccc(N2CCN(S(=O)(=O)c3ccccc3)CC2)c2cccnc12	9	11	0	4	5	-4	2	2	-5
Cc1cc(C)cc(-n2cc[nH]c2=S)c1	-4	-3	-2	-4	1	9	5	-2	-3
CCS(=O)(=O)c1ccc(O)c(NC(=O)c2ccc(S(=O)(=O)N3CCCCCC3)cc2)c1	11	/	/	/	/	11	10	28*	-2
COc1ccc(C2C(C#N)=C(N)OC3=C2C(=O)CC(C)(C)C3)cc1Cn1cc([N+](=O)[O-])cn1 (configuration not stated)	17	3	-2	2	9	8	2	1	2
COc1cc(CNCCc2c[nH]c3ccccc23)ccc1OCc1ccccc1F	-93	-3	-2	18	7	14	5	5	3
O=C(Cn1cc(C(F)(F)F)cc(Cl)c1=O)Nc1cc(Cl)cc(Cl)c1	7	0	-2	-3	-8	-12	-8	-6	2
CCCCOc1ccc(C(=O)CCN2CCCCC2)cc1	-1	7	0	1	-3	11	-2	2	-1
The list continues.
SMILES	PREPL inhibitor	GSTO1 counter	LYPLA1 counter	LYPLA2 inh	PME-1 primary	PAFAH1B3 FP inh	PAFAH1B2 inh	pPAFAH inh	PAD4 FP inh
Nc1cc(N2CCCCC2)c([N+](=O)[O-])cc1Cl	16	-4	-2	0	18	5	-5	3	-2
CCOc1ncccc1C(=O)N1CCN(Cc2ccc3c(c2)OCO3)CC1	6	-1	-4	-1	1	-6	-6	2	-2
CN1CCN(C(=O)c2ccc(-c3cccs3)s2)CC1	-2	3	1	3	0	/	/	7	2
O=C(Cc1cccs1)Nc1nnc(SCc2ccc(F)cc2)s1	-4	-4	5	1	-2	3	6	9	-3
O=C(NC1CCCC1)C(c1ccc(Cl)cc1)N(C(=O)c1csnn1)C1CC1 (configuration not stated)	2	6	-1	3	2	4	1	2	7
CCCCCOc1ccc(NC2=CC(=O)CCC2)cc1	4	-1	-2	10	1	5	1	8	-3
CC(=O)[C@@H]1[C@@H]2C(=O)N(c3ccccc3F)C(=O)[C@@H]2[C@H]2c3ccccc3C=NN12	-5	4	-2	0	-1	/	/	3	1
CCOC(=O)c1[nH]c(CSc2nnc(-c3ccc(OC)cc3)o2)c(C(=O)OCC)c1C	3	-9	-4	-13	-4	3	6	2	-4
Cc1cccc(NC(=O)N2CCN(Cc3ccccc3)CC2)c1	4	2	-4	2	2	4	6	1	2
COc1ccc(C(=O)Nc2cc(C)on2)cc1S(=O)(=O)N1CC(c2ccccc2)CC1=O (configuration not stated)	-1	-2	-2	-3	6	/	/	2	-1
COc1ccnc2c1c(=O)n(Cc1cccc(F)c1)c(=O)n2C	-41	0	-3	5	-4	2	-3	3	4
Cc1cccn2c(=O)c3cc(C#N)c(=O)n(CCCN4CCOCC4)c3nc12	6	-7	-1	3	-3	-3	1	4	1
O=C(NCc1ccccc1)c1ccccc1CO	-5	0	1	-3	3	-2	10	-3	-1
O=C(CSc1ccc(Br)cc1)Nc1ccc(N2CCOCC2)cc1	21	-4	1	6	2	2	24	8	0
CCOC(=O)N1CCC(NC(=O)C2CCN(S(=O)(=O)c3ccc4c(c3)oc(=O)n4C)CC2)CC1	-1	2	6	5	0	-2	1	2	-2
NS(=O)(=O)c1ccc(NC(=O)/C=C/c2cccs2)cc1	4	-8	-7	-9	-5	5	-3	-13	-4
CC(C)NC(=O)N(C)C[C@H]1Oc2ccc(NC(=O)C3CCCCC3)cc2C(=O)N([C@H](C)CO)C[C@@H]1C	13	/	/	/	/	3	-6	-2	0
COc1ccccc1N1CCN(C(=O)NC23CC4CC(CC(C4)C2)C3)CC1	-3	-1	-1	2	-2	-5	5	3	-7
Fc1ccc(NCc2nnc(SCc3ccccc3)o2)cc1	-2	8	0	1	-2	7	4	4	-1
COc1ccc(NC(=O)CN2CCC(C(N)=O)(N3CCCCC3)CC2)cc1	-9	11	2	1	4	3	-1	2	0
COCCCN1C(=O)N(c2ccccc2)C(=O)C1CC(=O)Nc1ccc(F)cc1 (configuration not stated)	5	-2	-5	-10	-4	1	0	4	-2
Cc1ccc(CN2C(=O)CCC2C(=O)NCc2ccco2)cc1 (configuration not stated)	4	7	2	1	1	11	2	5	-3
O=C(N/N=C/c1ccccn1)c1cc(-c2ccccc2Cl)n[nH]1	-4	1	-9	-11	-2	4	4	3	4
CNC(=S)NNC(=O)COc1ccc(C)c(C)c1	1	7	-1	-1	1	7	4	2	0
Cc1nn(Cc2ccc(F)cc2)c(C)c1NC(=O)c1cnn2c1NC(c1cccs1)CC2C(F)(F)F (configuration not stated)	5	1	-4	-7	0	1	6	3	0
N/C(=N\OC(=O)c1ccc2c(c1)OCO2)c1ccc([N+](=O)[O-])cc1	-1	6	-3	3	6	0	1	8	0
COc1ccc(C(=O)CCc2ccccc2)c(O)c1	-3	4	-2	6	-1	2	8	3	1
CN(CC(=O)Nc1ccccc1Cl)C(=O)CN1C(=O)C2CCCCC2C1=O (configuration not stated)	-16	5	2	-2	-6	-5	0	-5	1
CCOC(=O)C1=C(C)Nc2sc(C(=O)c3ccc(Br)cc3)c(N)c2C1c1ccc(C(=O)OC)cc1 (configuration not stated)	10	-39	-23	-20	0	6	-1	9	-7

Bioassay records (PubChem BioAssay)
